ALOX12 inh: ALOX12 (human) lipoxygenase inhibition; P18054; purified 12hLO, xylenol orange hydroperoxide absorbance; Potency, µM (highest dose often 108 µM), for the others: at the highest dose activity change, negative = inhibition, hits mostly inhibitors; actives 1.1% (n = 580,000); AID 1671190; active = well fitted inhibition curve with a large enough effect; inconclusive = small, poorly fitted or top-dose-only effect, or another doubt; inactive = no such curve, though single readings can be large or run the other way
Target sequence (P18054 whole entry, looked up): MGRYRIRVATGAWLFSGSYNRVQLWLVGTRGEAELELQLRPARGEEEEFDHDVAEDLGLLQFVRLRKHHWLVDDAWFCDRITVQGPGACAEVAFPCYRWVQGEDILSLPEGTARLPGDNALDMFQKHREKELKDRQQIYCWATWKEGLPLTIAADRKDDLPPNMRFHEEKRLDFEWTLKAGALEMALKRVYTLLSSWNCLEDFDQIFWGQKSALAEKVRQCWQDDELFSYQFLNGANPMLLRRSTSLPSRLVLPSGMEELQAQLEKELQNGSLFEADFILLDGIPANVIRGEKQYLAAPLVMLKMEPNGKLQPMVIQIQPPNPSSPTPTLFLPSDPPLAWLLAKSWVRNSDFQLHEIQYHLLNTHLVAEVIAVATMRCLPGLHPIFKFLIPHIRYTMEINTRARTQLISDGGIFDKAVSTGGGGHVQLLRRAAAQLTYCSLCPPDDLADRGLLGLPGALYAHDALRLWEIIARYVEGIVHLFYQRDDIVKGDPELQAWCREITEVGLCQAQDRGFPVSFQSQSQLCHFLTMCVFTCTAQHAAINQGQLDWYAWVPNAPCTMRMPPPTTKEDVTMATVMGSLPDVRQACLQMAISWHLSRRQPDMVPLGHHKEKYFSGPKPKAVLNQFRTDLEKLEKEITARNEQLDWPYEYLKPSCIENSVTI
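Purified human 12hLO (150 nM final) in 25 mM Hepes, 0.01% Triton X-100, pH 7.0 was preincubated 15 min at room temperature with compound. Then 40 uM arachidonic acid was added, 30 min. Hydroperoxide was read by Fe-XO absorbance ratio 573/405 nm.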
Starred values were filed as active, the others as inactive; ? = inconclusive; [ ] = another dose, or the depositor's remark. % is scaled to controls: 0 for no effect and ±100 for the full control effect; potency is read from the fitted curve at half-maximal effect. Not all compounds are listed; rates above refer to the full screens.

SMILES	ALOX12 inh
CCC1CCCCN1C(=O)Cn1c(-c2ccc(F)cc2)nc(C)cc1=O (configuration not stated)	-2.7%
O=C(Cn1ccc2cc(Br)ccc21)Nc1nccs1	-28.0%
O=C(c1ccc2c(c1)OCO2)N(Cc1cc2ccc(F)cc2nc1N1CCC(O)CC1)CC1CCCO1 (configuration not stated)	31.7%[activator]
CCCN1C(=O)c2[nH]nc(-c3ccccc3)c2C1c1ccc(C)cc1 (configuration not stated)	-22.3%
CN(C(=O)c1cn(C)c2ccccc12)C1CCS(=O)(=O)C1 (configuration not stated)	27.9%
CC(OC(=O)c1n[nH]c(=O)c2ccccc12)C(=O)NCc1ccccc1 (configuration not stated)	-4.0%
COC(=O)CCNC(=O)N1CCc2[nH]cnc2C1c1ccc(OC)cc1F (configuration not stated)	14.1%
Cc1ncoc1C(=O)N1CCCN(Cc2ccncc2)C(c2ccccc2)CC(=O)NCC1 (configuration not stated)	49.6%[activator]
COc1cccc(C(=O)N2CCC3(CC2)N(C)C(=O)CS3(=O)=O)c1C	1.1%
COc1cccc(CCC2CCCN(C(=O)c3ccsc3)C2)c1 (configuration not stated)	27.3%
Cc1nn2c(c1-c1ccccc1[S+](C)(=O)[O-])N(Cc1ccccc1F)CCC2	-19.2%[176 µM]
COC(=O)C1(C(=O)OC)C[C@H](c2ccccc2)N(Cc2ccccc2OC)[C@@H]1c1ccccc1	-10.9%
COc1ccnc(-c2nnc3ccc(N(C)Cc4ccccc4)nn23)c1	-1.2%[176 µM]
COc1ccc(-c2noc([C@@H]3CCCN3C(=O)C3(c4ccc(OC)cc4)CC3)n2)cc1	10.9%
CCC(CNC(=O)c1ccc(C(=O)OC)cc1)c1ccccc1 (configuration not stated)	-69.1%
O=C(Nc1ccc(SC(F)F)cc1)c1ccncc1	-7.3%
Cc1ccsc1CN1CCc2nnc(CCNC(=O)c3ccc(F)cc3)n2CC1	15.5%
CCOc1ccc(S(=O)(=O)Nc2cc(C(=O)N(C)C)ccc2N2CCNCC2)cc1	?
COc1ccccc1-c1nc(C(=O)NCc2ccc(F)cc2)n2ccccc12	7.8%[6.33 µM]
CCC(C)C(=O)N1CCc2c(c(C(=O)O)nn2CCCc2ccccc2)C1 (configuration not stated)	-4.5%
CCN(Cc1ccc2c(c1)OCO2)C(=O)c1cc2cc(Br)ccc2[nH]1	?
COc1cc(-c2ccc(C(F)(F)F)cn2)cc2c1OCCNC2	31.1%[activator]
COCCN1C(=O)[C@@H]2C[C@@H](CN2Cc2ccc(C(F)(F)F)cc2)Oc2ccccc21	16.4%[176 µM]
CCCCCCCC(=O)NCc1cccs1	-20.4%
Cc1cc2nc(COC(=O)c3cccc(NC(=O)c4cccc(Cl)c4)c3C)cc(=O)n2o1	?
O=S(=O)(CCc1ccccc1Cl)c1ccccc1	-30.2%
Cc1ccc(S(=O)(=O)CCC(=O)Oc2ccc(C(C)C)cc2)cc1	?
CCN(CC)Cc1cnc2c(C(=O)Nc3ccc(C)cc3Cl)cnn2c1	-7.5%
CNC(=O)[C@@H]1CN(C(=O)c2ccc(OC)cc2C)C[C@H]1CO	30.6%[activator]
CNC(=O)[C@@H](c1ccccc1OC)N1CCC[C@H]1C(=O)N1CCN(C)CC1	-17.2%
COc1ccc(C(=O)N2CCN(C(=O)N3CC4CC(C3)[C@H]3CCCC(=O)N3C4)CC2)cc1F (some centres not stated)	-1.7%
CCOc1c(/C=N/O)cccc1OC	2.1%
CCC[C@H]1CN(C(=O)c2ccc3c(c2)nc(NCCOC)n3C)C[C@@H]1N	4.6%
Cc1ccc(NC(=O)c2nccnc2N)cc1I	-46.4%
COc1cccc(CN2CCCC(N3CCN(c4cccc(C(F)(F)F)c4)CC3)C2)c1O (configuration not stated)	7.2%
CCc1ocnc1C(=O)NC1CC(c2cc(N3CCC(O)C3)ncn2)C1 (configuration not stated)	52.5%[activator]
O=C1NCc2ccccc2CC12CCN(Cc1ccc(F)cc1O)CC2	1.6%[6.33 µM]
Cc1cc(Cl)ccc1OCC(=O)NC1CCN(C2CC2)CC1	-15.5%
CCOC(=O)[C@]12CCCC=C1N(Cc1ccc3c(c1)OCO3)C(=O)[C@H](CC(=O)N1CCC(c3ccccc3)CC1)C2	-22.1%
CCC(=O)N1CCC(Cc2ncc(C)n2CCOC)C1 (configuration not stated)	20.4%
Cc1ccc(-n2c(=O)c3sccc3n(CC(=O)N3CCCCC3C)c2=O)c(C)c1 (configuration not stated)	20.4%
CCCCN1C(=O)[C@@H]2C[C@@H](O)CN2C2(CN(C3CCC(F)(F)CC3)C2)C1=O	15.9%[176 µM]
Cc1ccc2c(COC(=O)c3cccc(S(=O)(=O)N(C)C)c3)cc(=O)oc2c1	3.5%
CCc1ccc(-c2cc(C(=O)OC)c3ccccc3n2)cc1	?
CN(Cc1cccnc1)c1ccc2ncc(Nc3ccc(F)cc3)n2n1	11.2%[176 µM]
O=C(O)C[C@@H]1CCN(Cc2c[nH]c3ccccc23)C[C@@H]1CCN1C[C@@H]2C[C@H](C1)c1cccc(=O)n1C2	?
CN(Cc1ccccc1)C(=O)CN1CC2CC(C1)[C@H]1CCCC(=O)N1C2 (some centres not stated)	-13.9%
Cc1cc(=O)n(CC(=O)Nc2ccc(Br)cc2F)c(N2CCC(C)CC2)n1	22.8%
O=C(CCc1nnc2ccc(NCc3ccco3)nn12)Nc1cccnc1	11.8%
COc1ccc(OC)c2sc(N3CCN(C(C)=O)CC3)nc12	?
COc1ccccc1C(=O)N1CCC2(CC1)NC(=O)N(Cc1ccc(F)cc1)C2=O	18.7%
CCCCn1nnnc1C(c1ccccc1)N1CCN(c2ncc(C(F)(F)F)cc2Cl)CC1 (configuration not stated)	0.0%
Cc1noc(-c2ccco2)c1C(=O)NCc1ccc(F)cc1F	-29.7%
CC(COc1ccc([N+](=O)[O-])cc1Cl)CN1CCC(C(O)(c2ccccc2)c2ccccc2)CC1 (configuration not stated)	-17.8%
Cn1ncc(CN2CC[C@@H](c3ccc4c(c3)OCO4)[C@H](O)C2)c1C1CC1	3.9%
COc1ccccc1Nc1sc(C(=O)c2ccc(Br)cc2)c(N)c1C(N)=O	-34.1%
Cc1ccc(C(=O)NC(Nc2ccc(C)cc2C)C(Cl)(Cl)Cl)cc1 (configuration not stated)	-29.5%
COc1cccc(CN2Cc3nc(-c4cnn(Cc5ccccc5)c4)ccc3OCC2=O)c1	-25.6%
Cc1noc(C)c1C(=O)N1CCN(c2cccc(C=O)c2)C(=O)C1	1.6%[6.33 µM]
CN(C)C1CCN(Cc2cc3cc4c(cc3nc2-c2ccc(Cl)cc2)OCO4)C1 (configuration not stated)	32.7%
Other entries:
SMILES	ALOX12 inh
COC(=O)C1CN(Cc2cn(CCOC(C)=O)nn2)CCS(=O)(=O)N1Cc1ccc(F)cc1 (configuration not stated)	?
CCC(C)CN1C(=O)CN(S(C)(=O)=O)CC1(C)C(=O)NCc1ccccc1 (configuration not stated)	5.2%
CN1CC[C@H]2CN(C(=O)CCCc3ccc(F)cc3)C[C@@]2(C(=O)O)C1	-2.3%
C[C@H](O)[C@@H]1C(=O)N2CCc3c([nH]c4c(-c5ccc6c(c5)OCO6)cccc34)[C@@H]2C[C@@H]1N(C)C(=O)OCc1ccccc1	-1.1%
NCc1ccccc1-c1cccc(Cl)c1	5.9%[12.5 µM]
COC(=O)c1ccc2nc(C[C@@H]3C[C@@H](C(C)C)[C@H](CNC(=O)CC(C)(C)CC(=O)O)C=C3C)[nH]c2c1	-14.9%
Cc1cc(OC2CNC2)ccc1F	8.9%[12.5 µM]
COC(=O)c1ccc2nc(C[C@@H]3C[C@@H](C(C)C)[C@H](CNC(=O)c4cnccn4)C=C3C)[nH]c2c1	7.3%
O=C([C@@H]1C[C@H](Oc2ccccc2)CN1C(=O)c1cc2ccccc2[nH]1)N1CCCC1	-27.9%
COc1ccc2c(c1)CC[C@@H]1[C@@H]2CC[C@]2(C)[C@@H](NCCCCCCN3C(=O)C=CC3=O)CC[C@@H]12	8.2%
CCc1nc2sc(-c3ccncc3)c(N)c2cc1C	?
COc1ccc(-n2c(=O)cnc3cnc(Oc4ccccc4)nc32)cc1	30.7%[activator]
O=C1[C@@H]2C[C@@H](O)CN2C2(CN(Cc3ccccc3)C2)C(=O)N1Cc1ccccc1Cl	-15.2%[176 µM]
C[C@@]1(O)CCN(C(=O)CN)C[C@@H]1Cc1ccccc1	44.2%[activator]
COCCNC(=O)c1c(C)oc2c1CN(Cc1cccc(F)c1)CC2	?
OC1(c2cccc3ccccc23)CCN(Cc2ccccc2)C1 (configuration not stated)	-11.7%
NC(=O)Cc1c[nH]c2ncc(-c3ccc(F)c(Cl)c3)cc12	-8.4%[176 µM]
COc1cccc(CN2CCN3C=C(C(=O)NC4CCc5ccccc54)OC3=NC2=O)c1 (configuration not stated)	7.0%
O=C(Nc1cccc(F)c1)N1C[C@H]2[C@@H](c3ccccc31)[C@H](CO)N2C(=O)c1cccnc1	?
CC(NCCC(N)=O)c1cccc(Cl)c1 (configuration not stated)	3.3%
CN(Cc1ccc2nonc2c1)C(=O)C1CCC(=O)N(Cc2ccc(Cl)cc2)C1 (configuration not stated)	-18.5%
O=C(CSc1nnc(C2CC2)n1Cc1ccccc1)c1ccccc1	?
Cc1nc(NCc2ccccc2)sc1C(=O)NC1CCCC1	3.2%
Cc1ccc(OCC(=O)Nc2ccc(Br)cc2C(=O)O)cc1C	-8.9%
CCN(Cc1nc(C)no1)C(=O)c1cc(COc2ccccc2F)[nH]n1	27.6%
CNc1ccc(C)cc1C(=O)N1CCC2(CCCN(C)CC2)CC1	4.6%
COc1ccc(CN(C)C(=O)Cn2nc(C(=O)O)c3ccccc3c2=O)cc1	?
CCOc1cc(OCC)cc(C(=O)N2CCC[C@H]2C(=O)N2CCC[C@H]2C(=O)NCc2ccc(F)cc2F)c1	-1.6%
Cc1cc(C)n2c(NC3CCCCC3)c(-c3ccc(F)cc3)nc2n1	-10.4%
CC(C)(C)c1nnc(NC(=O)C2CCN(C(=O)c3ccccc3Cl)CC2)s1	18.2%
C/C(=C\c1ccccc1)C(=O)Nc1ccc(C)cc1C	?
COCc1ncc(C)n1CCNC(=O)Cc1cccc(F)c1	37.5%[activator]
CN(C)c1cc(N2CCCC(NC(=O)c3cccn3C)C2)ncn1 (configuration not stated)	12.7%
Cn1nccc1C(=O)Nc1sc2c(c1C#N)CCCCC2	?
CCO[C@H]1CN(C(=O)CCCc2nc(-c3ccccc3OC)no2)C[C@@H]1O	3.2%
Cc1ccc(NC(=O)N2CCCC(Cn3cnc4cccnc43)C2)c(C)c1 (configuration not stated)	0.1%
OC(c1ccccc1)c1nc(Nc2ccc(C(F)(F)F)cc2)n[nH]1 (configuration not stated)	26.1%[176 µM]
O=C1CC(c2ccccc2)N(C(=O)CNS(=O)(=O)c2cccc(F)c2)CCCCCN1 (configuration not stated)	-15.9%
C[S+](=O)([O-])Nc1cccc(-c2cc3c(ccn3Cc3cccnc3)c(C3=CCOCC3)n2)c1	-7.2%
Cc1ccc(-c2csc(NC(=O)c3ccccc3F)n2)s1	?
COC(=O)c1sc(N)c(C#N)c1C	4.47µM*
COc1ccc(C(=O)N2CCC3(Cc4ccccc4NC3=O)C2)cc1 (configuration not stated)	31.8%[176 µM]
CCOc1cccc2cc(C(=O)Nc3ccccc3C(C)(C)C)c(=O)oc12	-13.3%
O=C(CCc1nnn2c1CN(C(=O)NCc1ccc(F)cc1)CC2)N1CCOCC1	42.4%[activator]
CC(C)c1ccc(N2CC(c3nc(-c4ccccn4)no3)CC2=O)cc1 (configuration not stated)	23.5%
COCCOCc1nc(C2CCN(C(=O)NCc3ccc(C)cc3)CC2)no1	-3.9%
Cc1ccc(CNc2ccc(O)cc2)s1	199.6%[activator]
Cc1ccc(NC(=O)C(C)Sc2ncnc3c2sc2nc4c(cc23)COC(C)(C)C4)cc1 (configuration not stated)	-3.9%
Cc1cccc(-n2c(=O)c3c(cc(C)n3C)n(CC(=O)N(C)c3ccccc3)c2=O)c1	16.3%
CC(=O)N1CCN(S(=O)(=O)c2cccc(C(=O)N(C)Cc3ccccc3N3CCCC3)c2)CC1	21.2%
COc1ccc(N2CC(c3noc(-c4ccc(Cl)cc4)n3)CC2=O)cc1 (configuration not stated)	33.4%
